High-throughput results as filed in PubChem BioAssay.
MCF10A rerep: A quantitative high throughput screen for small molecules that induce DNA re-replication in MCF 10a normal breast cells; MCF 10A DNA re-replication, Hoechst nuclear intensity, 48 h; Potency, µM (series often up to 46.1 µM), for inactives: at the top dose activity, positive = re-replication, hits mostly activators; actives 2.9% (n = 350,000); further: potency means the concentration at half of the fitted maximal effect; % of control where 0% means no effect; nearly all actives have a fitted effect of over 50% in size
KB-V1 MDR tox: qHTS assay for MDR1-selective chemotherapeutics: Primary screen using the drug-selected MDR subline cells KB-V1; Potency, µM (titrated, usually from 46.1 µM), inactives show at the highest dose activity change, negative = cytotoxicity, hits mostly cytotoxic; AID 1347076, 2019; actives 3.4% (n = 400,000); KB-V1 MDR cells viability, CellTiter-Glo, 72 h; further: potency means the concentration at half of the fitted maximal effect; on the % scale 0 is the no-effect control and ±100 the full control effect; nearly all actives have a fitted effect of over 60% in size
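KB-V1, DMEM (no phenol red) + 10% FBS; cpd pin-transferred, titration series; 72 h, 37 degrees C; CellTiter-Glo, luminescence. Data normalized, curve-fit.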
HT1080-NT tox: qHTS for induction of synthetic lethality in tumor cells producing 2HG: qHTS for the HT-1080-NT fibrosarcoma cell line; AID 686970, 2013; HT-1080-NT fibrosarcoma viability, CellTiter-Glo ATP luminescence, 48 h; actives 1.6% (n = 360,000); Potency, µM (top dose mostly 46.1 µM), for the others: at the top dose activity, negative = less viability, hits mostly cytotoxic;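 further: NT is the 2HG producing partner of a matched IDH1 knockdown line; potency means the concentration at half of the fitted maximal effect; 0% = DMSO-treated cells and -100% = media-only wells without cells; nearly all actives have a fitted effect of over 55% in size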
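Read-out is CellTiter-Glo luminescence after 10 minutes at room temperature, following 48 hours' compound treatment of HT-1080-NT cells (750 cells/well, RPMI, 5% FBS, 37 degrees C).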
SW480 rereplic: A quantitative high throughput screen for small molecules that induce DNA re-replication in SW480 colon adenocarcinoma cells. SW480 DNA re-replication, Hoechst DNA content imaging, 48 h. Potency, µM (highest dose often 46.1 µM), for inactives: at the top dose re-replication activation, hits mostly activators. actives 1.8% (n = 340,000). AID 624297, 2012; further: potency means the concentration at half of the fitted maximal effect; % of control where 0% means no effect; nearly all actives have a fitted effect of over 55% in size
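Treated cells incubate 48 hr (37 C, 5% CO2), are stained 40 min with Hoechst, and nuclear fluorescence is enumerated; a rise in nuclei with high DNA signal marks re-replication.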
WRN inhibitor: qHTS for Inhibitors of WRN Helicase | actives 0.46% (n = 360,000) | WRN helicase unwinding, fluorescent forked duplex, kinetic | Potency, µM (series often up to 114 µM), for the others: at the highest dose activity change, negative = inhibition, actives largely listed as inhibitors | AID 651768, 2012; further: potency means the concentration at half of the fitted maximal effect; on the % scale 0 is the no-effect control and ±100 the full control effect; nearly all actives have a fitted effect of over 55% in size
Target sequence (Q14191 whole entry, looked up): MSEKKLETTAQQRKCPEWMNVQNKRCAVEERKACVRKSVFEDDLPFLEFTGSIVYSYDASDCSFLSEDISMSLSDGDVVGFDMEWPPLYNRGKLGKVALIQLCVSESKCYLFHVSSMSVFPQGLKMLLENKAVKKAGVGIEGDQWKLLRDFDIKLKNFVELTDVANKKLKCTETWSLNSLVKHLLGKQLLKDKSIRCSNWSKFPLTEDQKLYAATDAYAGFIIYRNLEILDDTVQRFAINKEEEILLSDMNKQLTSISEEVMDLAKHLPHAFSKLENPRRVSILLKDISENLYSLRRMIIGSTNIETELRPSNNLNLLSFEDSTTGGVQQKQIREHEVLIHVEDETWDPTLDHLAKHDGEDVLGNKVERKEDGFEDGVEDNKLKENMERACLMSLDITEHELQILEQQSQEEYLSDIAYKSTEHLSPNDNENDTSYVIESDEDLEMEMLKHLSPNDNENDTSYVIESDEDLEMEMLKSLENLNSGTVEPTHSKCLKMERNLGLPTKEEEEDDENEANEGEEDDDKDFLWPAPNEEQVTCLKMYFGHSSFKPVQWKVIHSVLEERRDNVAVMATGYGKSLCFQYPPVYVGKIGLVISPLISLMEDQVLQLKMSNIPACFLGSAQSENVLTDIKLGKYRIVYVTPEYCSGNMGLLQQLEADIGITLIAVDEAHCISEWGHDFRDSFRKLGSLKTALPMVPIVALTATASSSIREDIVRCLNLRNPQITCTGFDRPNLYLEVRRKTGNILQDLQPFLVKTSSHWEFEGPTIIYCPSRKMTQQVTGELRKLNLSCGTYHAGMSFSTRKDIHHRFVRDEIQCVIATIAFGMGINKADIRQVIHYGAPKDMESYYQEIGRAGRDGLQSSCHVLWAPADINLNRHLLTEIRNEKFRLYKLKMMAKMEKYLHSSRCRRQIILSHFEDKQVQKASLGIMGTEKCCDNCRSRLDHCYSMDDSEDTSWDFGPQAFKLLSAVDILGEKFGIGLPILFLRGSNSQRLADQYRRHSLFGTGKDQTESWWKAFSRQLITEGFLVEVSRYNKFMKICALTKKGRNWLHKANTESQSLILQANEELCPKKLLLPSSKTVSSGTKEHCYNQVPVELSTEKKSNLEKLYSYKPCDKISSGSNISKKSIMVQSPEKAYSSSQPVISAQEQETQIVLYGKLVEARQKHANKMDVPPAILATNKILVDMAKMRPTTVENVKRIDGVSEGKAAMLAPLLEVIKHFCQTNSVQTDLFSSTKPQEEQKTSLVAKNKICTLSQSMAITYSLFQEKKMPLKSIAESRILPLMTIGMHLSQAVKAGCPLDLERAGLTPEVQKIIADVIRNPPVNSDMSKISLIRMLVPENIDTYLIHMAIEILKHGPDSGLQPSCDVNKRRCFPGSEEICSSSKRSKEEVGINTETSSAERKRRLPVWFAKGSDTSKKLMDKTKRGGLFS
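Primary qHTS, 1536-well format. 20 nM WRN + compound, 15 min RT; start with 100 nM forked fluorophore/quencher duplex, 2 mM ATP (final); kinetic read ex 525/em 598 nm.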
KB-3-1 tox: qHTS assay for MDR1-selective chemotherapeutics: Primary screen using the parental adenocarcinoma cell KB-3-1 | KB-3-1 viability, CellTiter-Glo ATP luminescence, 72 h | Potency, µM (top dose mostly 46.1 µM), for the others: at the highest dose activity change, negative = cytotoxic, most hits filed as cytotoxic | actives 1.4% (n = 400,000); further: potency means the concentration at half of the fitted maximal effect; on the % scale 0 is the no-effect control and ±100 the full control effect; nearly all actives have a fitted effect of over 60% in size
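Here the drug-naive KB-3-1 line serves as comparator for MDR sub-line selectivity; cells received compound titrations, 72 h at 37 °C, then CellTiter-Glo readout.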
ATXN2 expr inh: Primary qHTS for Inhibitors of ATXN expression. HEK-293 ATXN2-luciferase reporter, luminescence, 24 h. Potency, µM (series often up to 57 µM), for the others: top-dose activity change, negative = inhibition, usual class: inhibitors. actives 0.72% (n = 360,000). AID 1745845, 2022; further: potency means the concentration at half of the fitted maximal effect; on the % scale 0 is the no-effect control and ±100 the full control effect; nearly all actives have a fitted effect of over 55% in size
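qHTS (up to 57 uM final) was run with 24 h compound exposure of reporter cells at 37 °C. Each well was multiplexed: SteadyGlo luminescence measured ATXN2-luciferase expression after a fluorogenic Gly-Phe-AFC viability readout (25 uM final).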
HT1080 IDH1KD tx: qHTS for induction of synthetic lethality in tumor cells producing 2HG: qHTS for the HT-1080-IDH1KD cell line; Potency, µM (series often up to 46.1 µM), inactives show at the highest dose activity, negative = toxicity, most hits filed as cytotoxic; HT-1080 IDH1 knockdown viability, ATP luminescence, 48 h; actives 2% (n = 360,000); AID 686971, 2013;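 further: potency means the concentration at half of the fitted maximal effect; 0% = DMSO wells and -100% = cell-free medium wells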
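Viability of IDH1-knockdown HT-1080 fibrosarcoma cells was assessed by CellTiter-Glo after 48 h at 37 °C with titrated compound; concentration-effect curves were classified by fit quality and response size.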
IL1B secr inh: qHTS for Inhibitors of Inflammasome Signaling: IL-1-beta AlphaLISA Primary Screen; THP-1 LPS/ATP IL-1B secretion, AlphaLISA, 16 h; active compounds read low; activity change, % at 57.5 µM; actives 4.7% (n = 360,000); AID 743279, 2014; in the data active means activity change below about -50%; inconclusive means mostly about -30% to -49%; further: on the % scale 0 is the no-effect control and ±100 the full control effect
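Secreted IL-1B measured by AlphaLISA bead assay after 16 h compound exposure of THP-1 cells; compounds (final up to 57.5 uM) added 1 h before LPS (250 ng/mL) and ATP (1.25 mM) stimulation; lower signal means less secretion.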
* = called active by the depositor; ? = inconclusive; . = not tested or not shown; [ ] = another dose, or the depositor's remark. Unless noted, the call rests on the fitted dose curve; in most records, active means well fitted curve in the direction sought with a large enough effect; inconclusive means small, poorly fitted or top-dose-only effect, or another doubt; inactive means no such curve, though single readings can be large; an effect the other way counts as inactive or inconclusive. Hits appear at their usual frequency; any-hit rate near 12%.

molecule	MCF10A rerep	KB-V1 MDR tox	HT1080-NT tox	SW480 rereplic	WRN inhibitor	KB-3-1 tox	ATXN2 expr inh	HT1080 IDH1KD tx	IL1B secr inh
CCC(C)C(NC(=O)c1ccccc1NC(=O)c1ccc(C)cc1)C(=O)O (stereo not drawn)	-6%	4%	4%	46%	1%	-1%	.	2%	24
CCCC(C)c1oc(=O)cc(O)c1C (stereo not drawn)	-18%	18%	11%	?	7%	2%	6%	8%	25
COc1cc(/C=C(\C#N)c2ccccn2)cc(OC)c1O	?	?	-8%	?	-18%	7.3µM*	.	-18%	21
Cc1nccn1CC(=O)N/N=C/c1c[nH]c2ccccc12	0%	30%	-7%	8%	-2%	-30%	-12%	-24%	47
Cc1cc(N2CCCCC2)nc(-c2ccc(Br)cc2)n1	-4%	2%	6%	-4%	-3%	0%	.	-2%	45
CC1CCCCN1CCCNc1c(C=O)c(=O)[nH]c2ccccc12 (stereo not drawn)	-8%	0%	12%	-8%[9.22 µM]	-35%	0%	2%	9%	27
N#Cc1c(NCCCO)nc(-c2ccco2)c2c1CCCC2	18µM*	-20%	-8%	5.8µM*	-15%	-14%	?	-14%	-6
CCN(CC)S(=O)(=O)c1ccc(C(=O)NCC(=O)N/N=C/c2ccccc2OC)cc1	-4%	.	0%	-2%	-32%	.	-7%	-3%	-3
COc1ccccc1NC(=O)c1ccccc1C(=O)N(C)Cc1ccccc1	-3%	?	11%	-5%	7%	15%	2%	16%	14
Cc1c(Cl)cccc1NC(=S)N1CCOCC1	-1%	6%	4%	-8%	-3%	-1%	3%	5%	10
N#CCCSc1ccccc1NC(=O)c1cc(=O)c2ccccc2o1	15%	0%	-1%	-5%	0%	-6%	.	0%	21
CC1CC(C)CN(C(=O)COC(=O)c2cc([N+](=O)[O-])ccc2N2CCOCC2)C1 (stereo not drawn)	9%	?	0%	-4%	-7%	-1%	-2%	3%	4
CCOC(=O)c1cc(-c2cccs2)[nH]n1	0%	27%	16%	-23%	-5%	-1%	1%	12%	15
C=CCOc1c(Cl)cc(CNc2nccs2)cc1OC	0%	-3%	16%	0%	-1%	-2%	-17%	13%	3
NC1=NC(c2ccccc2C(F)(F)F)N(c2ccc(F)c(Cl)c2)C(N)=N1 (stereo not drawn)	5%	-3%	-6%	3%	4%	-20%	-14%	-13%	0
Cc1ccc(NC(=O)COC(=O)c2cc(=O)c3cc(F)ccc3o2)cc1	-3%	12%	2%	-3%	-8%	0%	5%	3%	33
Cc1ccc(NC(=S)N(Cc2ccccc2)Cc2cccs2)c(C)c1	-8%	-3%	-15%	12%	-3%	4%	.	-14%	-12
CCCn1nnc(NC(=S)NC(=O)C(C)(C)C)n1	-1%	-12%	14%	-5%	5%	15%	5%	1%	16
CCOC(=O)C(C(=O)OCC)C1CCS(=O)(=O)C1 (stereo not drawn)	-6%	20%	1%	8%	-6%	2%	4%	-1%	4
CCC(C)Sc1ccc([C@@H]2[C@H]3C(=O)N(C)C(=O)[C@H]3[C@]3(C(=O)OC)CCCN23)cc1 (stereo partly drawn)	13%	6%	21%	-1%	-5%	16%	-3%	0%	28
COc1cc(NC(=O)c2cc(C(C)C)on2)cc(OC)c1OC	4%	-27%	?	-8%	7%	?	5%	4%	-18
CS(=O)(=O)N(CC(=O)NCC1CCCO1)c1cccc(Cl)c1 (stereo not drawn)	-48%[inhibitor]	2%	17%	?	5%	10%	-25%	16%	23
O=C(CC12CC3CC(CC(C3)C1)C2)NCC(=O)OCc1cc(=O)oc2ccc3ccccc3c12	?	2%	-11%	0%	-17%	7%	-3%	-9%	-9
Cn1ncc(Oc2ccc([N+](=O)[O-])cc2)c(Cl)c1=O	?	-3%	9%	?	2%	1%	-5%	3%	.
COc1ccc(S(=O)(=O)N2CCOCC2)cc1NC(=O)c1cccs1	-6%	-6%	3%	?	7%	-5%	1%	-4%	10
COc1ccc(S(=O)(=O)N2CCCC(C(=O)NCc3ccncc3)C2)cc1Cl (stereo not drawn)	-1%	-25%	8%	-5%	-1%	-14%	-4%	1%	19
COc1ccc(CNC(=O)/C=C/c2ccc(S(=O)(=O)NCc3ccco3)cc2)cc1OC	12%	?	-6%	0%	4%	-13%	-8%	-1%	-8
O=c1c2c(-c3ccc(Cl)cc3)csc2nc2n1CCC2	11%	18µM*	-5%	8%	-5%	-9%	1%	-11%	0
Cc1[nH]c(C(=O)N/N=C/c2ccc(C(=O)O)cc2)c(C)c1C(=O)N/N=C/c1ccc(C(=O)O)cc1	-1%	-21%	1%	-4%	-20%	-5%	-11%	1%	-12
O=C1c2ccccc2C(=O)N1c1ccc(S(=O)(=O)N2CCCCC2)cc1	5%	-6%	-3%	-9%	-3%	6%	-21%	-4%	-9
CCOC(=O)C1(Cc2ccccc2)CCCN(S(=O)(=O)N(C)C)C1 (stereo not drawn)	11%	7%	?	-23%	3%	4%	-13%	14%	60
O=C1CC(c2cccc(O)c2)Oc2ccccc21 (stereo not drawn)	16%	?	1%	1%	7%	-1%	39%	-5%	-83*
CCOC(=O)CN1C(=N)N(c2nc(NC(C)C)nc(OC)n2)CC1=O	9%	7%	-3%	-3%	8%[11.6 µM]	2%	.	0%	-15
Nc1ccc(-c2nc3ccccc3[nH]2)cc1	?	-17%	2%	-10%	-6%	11%	3%	1%	-5
Cn1cc(C(=O)c2ccc(Cl)cc2Cl)cc1C(=O)N/N=C(\N)COc1ccc(Cl)cc1	9%	?	?	?	-9%	?	?	16µM*	1
CN1CCN(C(=O)CCN2C(=O)/C(=C\c3ccccc3F)SC2=S)CC1	23µM*	-27%	-13%	?	0%	?	0%	?	-51*
COc1ccc(Cl)cc1C(=O)Nc1nc(C)cc(C)n1	-9%	-16%	-1%	-12%	1%	5%	.	7%	-1
CC(C(=O)NC1CCCCCC1)c1ccc([N+](=O)[O-])cc1 (stereo not drawn)	-11%	-23%	-4%	4%	-30%	3%	-2%	3%	-17
CC(C)c1ccc(S(=O)(=O)N2CCN(C(=S)NCc3ccco3)CC2)cc1	-2%	?	-1%	.	-35%	-5%	6%	-1%	0
Cc1nn(-c2cc(C)c3ccccc3n2)c2c1C1C(C2)C1(C)C (stereo not drawn)	2%	-2%	3%	-1%	1%	-5%	14%	-11%	26
Cc1noc(/C=C/c2ccco2)c1S(=O)(=O)N1CCC(C(=O)N2c3ccccc3CC2C)CC1 (stereo not drawn)	?	?	-1%	?	-7%	-12%	-3%	-7%	?
CC(C)CCn1c(CN2CCN(C(=O)c3ccco3)CC2)nc2c1c(=O)n(C)c(=O)n2C	-1%	18%	-12%	-18%	4%	16%	9%	-1%	4
CCC1=[N+](C)c2cccc3cccc(c23)N1C	18%	2%	-1%	-4%	7%	11%	-6%	2%	6
COc1ccccc1/C=C(/CC(=O)NCc1ccc2c(c1)OCO2)c1nc2ccccc2s1	?	?	12%	3%	-2%	2%	10%	1%	-6

Nothing new here: entries from further up.
molecule	MCF10A rerep	KB-V1 MDR tox	HT1080-NT tox	SW480 rereplic	WRN inhibitor	KB-3-1 tox	ATXN2 expr inh	HT1080 IDH1KD tx	IL1B secr inh
COc1ccc(S(=O)(=O)N2CCCC(C(=O)NCc3ccncc3)C2)cc1Cl (stereo not drawn)	-1%	-25%	8%	-5%	-1%	-14%	-4%	1%	19
COc1ccc(CNC(=O)/C=C/c2ccc(S(=O)(=O)NCc3ccco3)cc2)cc1OC	12%	?	-6%	0%	4%	-13%	-8%	-1%	-8
O=c1c2c(-c3ccc(Cl)cc3)csc2nc2n1CCC2	11%	18µM*	-5%	8%	-5%	-9%	1%	-11%	0
Cc1[nH]c(C(=O)N/N=C/c2ccc(C(=O)O)cc2)c(C)c1C(=O)N/N=C/c1ccc(C(=O)O)cc1	-1%	-21%	1%	-4%	-20%	-5%	-11%	1%	-12
O=C1c2ccccc2C(=O)N1c1ccc(S(=O)(=O)N2CCCCC2)cc1	5%	-6%	-3%	-9%	-3%	6%	-21%	-4%	-9
CCOC(=O)C1(Cc2ccccc2)CCCN(S(=O)(=O)N(C)C)C1 (stereo not drawn)	11%	7%	?	-23%	3%	4%	-13%	14%	60
O=C1CC(c2cccc(O)c2)Oc2ccccc21 (stereo not drawn)	16%	?	1%	1%	7%	-1%	39%	-5%	-83*
CCOC(=O)CN1C(=N)N(c2nc(NC(C)C)nc(OC)n2)CC1=O	9%	7%	-3%	-3%	8%[11.6 µM]	2%	.	0%	-15
Nc1ccc(-c2nc3ccccc3[nH]2)cc1	?	-17%	2%	-10%	-6%	11%	3%	1%	-5
Cn1cc(C(=O)c2ccc(Cl)cc2Cl)cc1C(=O)N/N=C(\N)COc1ccc(Cl)cc1	9%	?	?	?	-9%	?	?	16µM*	1
